D1 antagonist = human D1 dopamine receptor antagonism; P21728; HEK293 TREx D1 cells, calcium flux, dopamine EC80; hits give low values; activity change, negative = inhibition, % at 10 µM; 3.2% of 360,000 active; AID 504652; in the data active = activity change below about -30%; also: % is scaled to controls: 0 for no effect and ±100 for the full control effect
Target sequence (P21728 whole entry, looked up): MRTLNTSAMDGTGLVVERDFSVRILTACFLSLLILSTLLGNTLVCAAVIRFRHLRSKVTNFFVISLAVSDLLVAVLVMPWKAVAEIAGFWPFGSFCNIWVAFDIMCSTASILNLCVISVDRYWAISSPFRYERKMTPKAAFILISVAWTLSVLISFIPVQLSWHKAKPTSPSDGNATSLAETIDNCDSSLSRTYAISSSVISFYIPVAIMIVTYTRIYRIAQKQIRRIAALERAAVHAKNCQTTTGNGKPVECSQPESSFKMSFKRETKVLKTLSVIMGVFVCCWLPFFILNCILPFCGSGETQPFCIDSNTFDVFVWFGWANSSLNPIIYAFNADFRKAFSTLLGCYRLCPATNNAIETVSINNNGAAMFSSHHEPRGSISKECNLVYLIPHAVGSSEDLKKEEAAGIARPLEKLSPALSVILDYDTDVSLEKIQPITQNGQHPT
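Tetracycline-induced HEK293 T-REx cells with force-coupled D1 receptor were loaded with a no-wash calcium dye. Compound was added after a 10 s baseline and read kinetically for 180 s; EC80 dopamine was then added and calcium flux followed another 180 s.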
D1 ag = agonists of human D1 dopamine receptor. activation, % at 2 µM. AID 504660. HEK293 T-REx D1 cells, calcium flux, agonist mode. P21728. 1% of 360,000 active; in the data active = activation above about 30%; also: 0% is about no effect
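Tetracycline-induced HEK293 TREx D1 cells, force-coupled to calcium signalling, were dye-loaded with a no-wash calcium kit. Compound was pin-added after a 10 s baseline. Fluorescence was read kinetically at 1 cycle/s for 180 s, with calcium rises flagged as agonism.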
GRP78 ERSR act = ER stress response induction in glioma; AID 602332; U87-MG GRP78 promoter luciferase reporter, 16 h; Potency, µM, for inactives: at the highest dose activation, actives largely listed as activators; 0.02% of 420,000 active; also: potency is read from the fitted curve at half-maximal effect; series mostly up to about 76 µM; % of control where 0% means no effect; nearly all actives have a fitted effect of over 35% in size
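Stably transfected U87-MG human glioma cells carrying a GRP78-based luminescent sensor were seeded at 1000 cells/well, pin-dosed with compounds and incubated 16 h. Luciferase reagent was then added, and end-point luminescence was read after 10 min at room temperature.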
D2 PAM = positive allosteric modulators of human D2 dopamine receptor; AID 485347; P14416; 0.34% of 340,000 active; potentiation, % at 10 µM; HEK293 T-REx D2, calcium flux, EC20 dopamine potentiation;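 active = potentiation over 3 SD above the plate norm, cut at about 30% in these data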; also: 0% is about no effect
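Potentiation of an EC20 dopamine calcium response measured kinetically over 180 s, after a preceding 180 s compound-only read flagging agonists. Cells: inducible Hek293 Trex D2 line, 4000/well, cultured overnight at 30 C before dye loading.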
D1 PAM = human D1 dopamine receptor positive modulation | 0.036% of 360,000 active | potentiation, % at 10 µM | HEK293 TREx D1 cells, calcium flux, dopamine EC20 potentiation | P21728 | AID 504651; in the data active = potentiation above about 30%; also: 0% is about no effect
Vif-A3F inh = blocks the Vif interaction with APOBEC3F | AID 602313 | HeLa A3F-eYFP + Vif (tagged APOBEC3F with the HIV-1 protein that degrades it), YFP fluorescence increase | 0.2% of 390,000 active | Potency, µM (highest dose often 46.1 µM), for the others: at the top dose activity, negative = active; also: potency is read from the fitted curve at half-maximal effect; % of control where 0% means no effect; nearly all actives have a fitted effect of over 65% in size
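HeLa cells stably expressing A3F-eYFP plus Vif, plated and incubated overnight at 37 deg C, then exposed to compounds overnight at 37 deg C. Blocked degradation read as raised yellow fluorescence (Ex 488/Em 500-530).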
RXFP1 agonist = activates the human relaxin receptor RXFP1; 0.3% of 370,000 active; Potency, µM (top dose mostly 57.5 µM), inactives show at the top dose activation, most hits filed as activators; Q9HBX9; HEK293T-RXFP1 cAMP TR-FRET, 30 min; response scale: percent of porcine relaxin response, buffer zero; AID 2676; also: potency is read from the fitted curve at half-maximal effect; % is scaled to controls: 0 for no effect and ±100 for the full control effect; nearly all actives have a fitted effect of over 60% in size; many of its hits are not listed in these tables
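Agonist response is measured as cAMP accumulation in an RXFP1-transfected HEK293T line under PDE4 inhibition. Values are scaled between buffer-only and 29 nM porcine relaxin, and EC50s come from standard Hill equation fits.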
Vif-A3G inh = blocks the Vif interaction with human APOBEC3G. 0.076% of 410,000 active. AID 602310. HeLa A3G-eYFP + Vif (tagged APOBEC3G with the HIV-1 protein that degrades it), YFP fluorescence, overnight. Q9HC16. Potency, µM (top dose mostly 46.1 µM), for inactives: at the highest dose activity, negative = active, most hits filed as inhibitors;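 also: potency is read from the fitted curve at half-maximal effect; % is scaled to controls: 0 for no effect and ±100 for the full control effect; nearly all actives have a fitted effect of over 60% in size; hits raise eYFP signal because A3G escapes Vif-driven loss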
Target sequence (Q9HC16 whole entry, looked up): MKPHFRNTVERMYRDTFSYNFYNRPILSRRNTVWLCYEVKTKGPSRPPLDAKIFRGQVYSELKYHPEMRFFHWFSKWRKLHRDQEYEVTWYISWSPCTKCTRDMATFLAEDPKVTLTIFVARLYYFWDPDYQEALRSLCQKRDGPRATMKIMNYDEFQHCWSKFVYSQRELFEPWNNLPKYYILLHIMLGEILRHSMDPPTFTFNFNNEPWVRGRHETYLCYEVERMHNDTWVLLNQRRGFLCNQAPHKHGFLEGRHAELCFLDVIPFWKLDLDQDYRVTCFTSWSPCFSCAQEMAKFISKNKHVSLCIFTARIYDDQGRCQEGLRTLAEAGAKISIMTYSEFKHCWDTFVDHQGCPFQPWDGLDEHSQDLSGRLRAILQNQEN
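Read-out is eYFP fluorescence (Ex 488/Em 500-530) from Vif-expressing HeLa A3G-eYFP cells; more signal means A3G escaped Vif-mediated degradation. Cells plated overnight, compound pinned in, incubated overnight at 37 deg C.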
RXFP1 antag = blocks the human relaxin receptor RXFP1; HEK293-RXFP1, relaxin-stimulated cAMP HTRF, 30 min; hits give low values; activity change, negative = inhibition, % at 57.5 µM; Q9HBX9; 0.59% of 350,000 active;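 active = activity change of -60% or lower, but not beyond a set lower limit; inconclusive = change between -60% and -40%, or beyond the set limit; inactive = change above -40%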; also: % is scaled to controls: 0 for no effect and ±100 for the full control effect
An asterisk follows results filed as active; u = inconclusive; x = not tested or not shown; & = joins results of further samples. Unless noted, calls follow the shape of the dose curve; as a rule, active = well fitted curve in the direction sought with a large enough effect; inconclusive = small, poorly fitted or top-dose-only effect, or another doubt; inactive = no such curve, though single readings can be large; an effect the other way counts as inactive or inconclusive. These rows are one share of the data; rates above refer to the full screens.

Below each SMILES – D1 antagonist, D1 ag, GRP78 ERSR act, D2 PAM, D1 PAM, Vif-A3F inh, RXFP1 agonist, Vif-A3G inh, RXFP1 antag
- COc1ccc([C@@H]2[C@@H]3C(=O)N(C(C)(C)C)C(=O)[C@@H]3[C@]3(Cc4ccccc4)C(=O)N(c4ccc(C(F)(F)F)cc4)C(=O)N23)cc1
    -3, 6, -6%, 8, 0, 1%, 0.4%, -2%, x
- Cc1ccc(/C=N\NC(=O)COc2ccc(C)cc2[N+](=O)[O-])cc1
    23, -1, -1%, 6, 1, 2%, 2.2%, 1%, 10
- CCOc1ccc(N2C(=O)CC(NCCNc3ccc([N+](=O)[O-])cn3)C2=O)cc1 (configuration not stated)
    -16, -2, -1%, -6, -2, -12%, 2.4%, -5%, 5
- CCOC(=O)N1CCN(C(=O)c2cccn3c(=O)c4cc(Cl)ccc4nc23)CC1
    x, x, -1%, x, x, -3%, 7.8%, 0%, 10
- Cc1nnc(SCC(=O)Nc2ccc(O)cc2)c2ccccc12
    9, 2, -3%, 17, -1, 8%, 3.5%, 0%, 8
- Cc1ccc(Cl)cc1NS(=O)(=O)c1cc2[nH]c(=O)c(=O)[nH]c2cc1C
    -8, 3, -3%, -15, -1, 7%, 5.7%, 0%, 3
- COc1ccc(C(=O)NCc2cccnc2)cc1S(=O)(=O)N1CCCc2ccccc21
    -28, 1, 1%, 11, 4, -9%, 3.9%, 0%, -24
- COc1ccc(-c2nc(CNC(=O)NC3CCCCC3)c(C)o2)c(OC)c1
    -4, 2, 6%, 3, -1, 4%, 3.3%, 2%, -3
- COc1cccc(CN2C(=O)c3ccccc3Sc3ccc(C(=O)NCCc4ccc(C)cc4)cc32)c1
    23, 8, 0%, 4, 1, -3%, 2.1%, -1%, x
- CC/C(C)=N/NS(=O)(=O)c1ccc(C)c([N+](=O)[O-])c1
    6, 1, -3%, -12, 0, -1%, 0.0%, 1%, -8
- CCc1nnc(NC(=O)c2cccnc2)s1
    -5, 1, -1%, 6, 14, -12%, 0.4%, 0%, -12
- Cc1cc(OCCN2CCCC2)ccc1[N+](=O)[O-]
    -5, 6, -4%, -3, -2, 4%, 2.8%, 2%, x
- COc1ccc(CC(=O)OC(C)CN2CCCC2)cc1 (configuration not stated)
    13, 0, -2%, -6, -1, -7%, 1.5%, 1%, 4
- COc1ccccc1NC(=O)NNC(=O)c1ccc2c(c1)NC(=O)C(C)(C)O2
    0, 2, -1%, 7, 1, -8%, 2.9%, -25%, 1
- COc1ccc(CCNc2oc(-c3ccc(OC)c(OC)c3)nc2P(=O)(OC)OC)cc1OC
    -6, 5, -3%, 14, 4, -11%, 1.2%, -2%, -14
- CCc1ccccc1NS(=O)(=O)c1ccc2c(c1)C(C)(C)C(=O)N2C
    -3, 3, 0%, -9, -5, 3%, -0.8%, 1%, 1
- COc1ccc(OC)c(C(O)c2coc3ccc(O)c(CN4CCOCC4)c23)c1 (configuration not stated)
    -30*, 6, -5%, 15, -4, -4%, 1.0%, -2%, 15
- CC(C)(C)NC(=O)CN(C(=O)C1CSC(=O)C1)c1ccccc1F (configuration not stated)
    13, 20, 1%, -2, -2, -6%, 2.9%, 2%, 9
- COc1ccc(C(=O)C[n+]2ccc(-c3nnc4n3CCCCC4)cc2)cc1
    -1, 2, -2%, 4, -6, 15%, 3.4%, -1%, -9
- COC(=O)n1ccc(C(=O)Nc2ccccc2F)n1
    -2, 3, 0%, -1, -7, -3%, 0.9%, 4%, 13
- COc1ccccc1C(=O)NC1CCN(C(=S)NCCc2ccccc2)CC1
    -2, 6, -6%, -2, -3, 2%, 0.3%, 5%, u
- COC(=O)c1nc2ccc(N3CCOCC3)cc2c(C)c1C(=O)OC
    17, 10, -4%, -5, -1, 18%, u, 1%, 13
- NC(=S)N/N=C1\CCSc2ccc(Cl)cc21
    -1, 0, -3%, -5, -3, u, 1.6%, -3%, -12
- Cc1ccc(C(C(=O)NC(C)(C)C)N(C(=O)c2csnn2)c2ccccc2F)o1 (configuration not stated)
    -2, 1, -2%, -7, 3, -4%, 0.6%, 0%, 11
- Oc1ccc(-c2nccc(-c3ccc(Cl)cc3Cl)n2)cc1
    -10, 1, 6%, 95*, -2, 0%, 2.6%, -9%, 10
- CCN(CC(=O)Nc1ccccc1OC)C(=O)COc1ccc(C#N)cc1
    x, x, -3%, x, x, -6%, x, -4%, -8
- COc1ccc(-c2nnc(SCC(=O)N3CCCc4ccccc43)o2)cc1OC
    1, 1, -4%, -1, 1, x, -2.7%, 1%, -9
- COC(=O)c1nc(NC(=O)c2ccc(F)cc2)n[nH]1
    -4, 1, -4%, -3, -5, 5%, 0.7%, 1%, -13
- CC(=O)c1cccc(NC(=O)[C@H]2O[C@@H]3OC(C)(C)O[C@@H]3[C@H]3OC(C)(C)O[C@H]32)c1
    2, 1, -2%, 3, -1, -6%, 1.3%, 4%, 6
- COc1ccccc1NC(=S)NCCc1c[nH]c2ccccc12
    -4, 8, 1%, x, -8, 1%, -1.1%, -6%, -14
- CNc1snc(C)c1C(=O)OCC(=O)NCc1ccccc1OC
    x, x, -1%, x, x, 10%, x, 2%, -3
- Cc1ccc(C)c(CNC(=O)c2ccc3c(c2)nc2n3CCC(C)C2)c1 (configuration not stated)
    -26, 2, 1%, -6, -2, -4%, 1.7%, 1%, -35
- COC(=O)c1ccc(OC)c(Cn2c(=O)n(-c3cccc(Cl)c3)c(=O)c3c2c2cc(C)ccc2n3C)c1
    -1, 1, -1%, x, 1, -15%, 0.7%, -3%, x
- CCN(CC)C(=O)Oc1ccc2c(c1)O/C(=C\c1ccco1)C2=O
    10, 1, 6%, -4, 3, -25%, 3.5%, -15%, -12
- CC(OC(=O)c1ccc(Cl)cc1)C(=O)NCC1CCCCC1 (configuration not stated)
    -8, 1, -6%, -8, -5, -14%, -1.1%, 0%, 3
- CCN(CC)C(=O)CSc1nc(C)cc(C)c1C#N
    11, 1, -4%, 0, 3, 0%, -0.6%, 1%, -1
- CC(=O)c1cccc(NCC(=O)c2ccc(C)c([N+](=O)[O-])c2)c1
    3, 2, 0%, 2, -9, 8%, 0.0%, -1%, 11
- CC1(C)Cc2cccc(OCC(=O)Nc3ccc(S(N)(=O)=O)cc3)c2O1
    -3, 2, -3%, -3, -3, -9%, -0.4%, 1%, 0
- Cn1c(SCC(=O)N/N=C/c2cccs2)nc2ccccc21
    6, -1, 1%, 1, -7, -9%, 0.6%, -2%, 0
- COCCn1c(C)cc(C(=O)CN2C(=O)NC3(CCCCCC3)C2=O)c1C
    -2, 1, 0%, 7, -7, -13%, 0.9%, -2%, -5
- O=S(=O)(NC1CCCCC1Sc1ncccn1)c1ccc(Cl)cc1 (configuration not stated)
    15, 3, -2%, 10, -3, -5%, 0.4%, -7%, 0
- O=[N+]([O-])c1ccc(N2CCN(S(=O)(=O)c3ccccc3[N+](=O)[O-])CC2)cc1NCc1cccnc1
    -8, 4, -1%, 4, -1, -1%, -0.1%, -1%, -3
- CCN(CC)CCNC(=O)Cn1nc(Cc2ccncc2)c2ccccc2c1=O
    -12, 2, -1%, -8, -8, -5%, 0.0%, 3%, -5
- O=C(O)CN1C(=O)C(=O)N(Cc2ccc(C(F)(F)F)cc2)C1=O
    -10, 5, -6%, 4, -2, 3%, 0.2%, -2%, 4
- O=C(NC(=S)NNC(=O)c1cccs1)c1ccc(Br)o1
    5, 11, -2%, -1, -2, 2%, -0.3%, -6%, 1
- Cc1ccc(S(=O)(=O)NC(=O)c2ccc(-c3ccc(C)c4ccccc34)o2)cc1
    6, -3, -3%, -2, 0, -1%, 3.2%, -25%, x
- Cc1c(C(=O)NNC(=O)c2ccccc2O)oc2ccc(Br)cc12
    x, x, 1%, x, x, 7%, x, -6%, -37
- O=C(CSc1n[nH]c(=O)n1C1CC1)Nc1ccc(Cl)cc1Cl
    x, x, -6%, x, x, -1%, x, 0%, -6
- COc1cc(/C=N/NC(=O)Cc2csc(C)n2)ccc1OCC(C)C
    -8, 1, -1%, 6, -3, 1%, -1.0%, 2%, -5
- CCOc1cc(C(=S)N2CCC(O)CC2)ccc1OS(=O)(=O)c1ccc(Br)cc1
    -19, 7, 0%, 7, -2, -2%, -0.2%, -1%, -1
- COc1ccc(C(=O)Cc2nnc(C)s2)cc1
    -7, 5, -3%, 4, 0, 0%, 4.8%, -9%, -1
- Cc1ccc(C2CC(c3cccs3)=NN2S(=O)(=O)c2ccc(C)cc2)cc1 (configuration not stated)
    -33*, 7, -3%, 3, -1, 5%, -0.2%, -1%, -16
- NCCCCC(NC(=O)C1CCCN1C(=O)C1CSSCC(N)C(=O)NC(Cc2ccc(O)cc2)C(=O)NC(Cc2ccccc2)C(=O)NC(CCC(N)=O)C(=O)NC(CC(N)=O)C(=O)N1)C(=O)NCC(N)=O (configuration not stated)
    -5, 1, -3%&-2%, -1, -2, x, 2.6%, x, x
- Cc1c(C(=O)c2ccc([N+](=O)[O-])cc2)c(=O)n(C)c(=O)n1C
    3, 3, -6%, 12, 2, -15%, -1.4%, -7%, -3

Some values from above:
CCOc1cc(C(=S)N2CCC(O)CC2)ccc1OS(=O)(=O)c1ccc(Br)cc1 | RXFP1 agonist = -0.2%
O=C(CSc1n[nH]c(=O)n1C1CC1)Nc1ccc(Cl)cc1Cl | Vif-A3G inh = 0%

Source: PubChem BioAssay (National Center for Advancing Translational Sciences (NCATS))
